Mdm2-MdmX inh – inhibitors of human Mdm2/MdmX interaction. O15151+Q00987. SaOS-2 split-luciferase Mdm2/MdmX complementation, luminescence. inhibition, % at 8 µM. 330,000 tested, 3% active;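 active = inhibition of at least 50% at 8 µM in the primary screen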
Target sequence (O15151 whole entry, looked up): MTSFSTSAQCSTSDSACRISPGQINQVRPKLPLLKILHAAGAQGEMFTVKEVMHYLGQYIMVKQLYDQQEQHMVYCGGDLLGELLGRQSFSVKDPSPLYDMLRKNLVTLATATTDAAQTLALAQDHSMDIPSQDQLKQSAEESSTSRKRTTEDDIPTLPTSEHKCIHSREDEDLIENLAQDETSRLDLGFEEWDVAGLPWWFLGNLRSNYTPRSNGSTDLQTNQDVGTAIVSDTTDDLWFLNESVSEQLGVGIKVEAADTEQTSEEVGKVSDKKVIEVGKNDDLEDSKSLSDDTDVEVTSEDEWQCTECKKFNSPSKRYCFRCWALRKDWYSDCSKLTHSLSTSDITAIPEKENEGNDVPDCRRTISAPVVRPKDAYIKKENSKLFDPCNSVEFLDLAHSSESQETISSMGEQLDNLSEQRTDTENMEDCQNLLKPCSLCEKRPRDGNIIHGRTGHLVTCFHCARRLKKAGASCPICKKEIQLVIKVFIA
Target sequence (Q00987 whole entry, looked up): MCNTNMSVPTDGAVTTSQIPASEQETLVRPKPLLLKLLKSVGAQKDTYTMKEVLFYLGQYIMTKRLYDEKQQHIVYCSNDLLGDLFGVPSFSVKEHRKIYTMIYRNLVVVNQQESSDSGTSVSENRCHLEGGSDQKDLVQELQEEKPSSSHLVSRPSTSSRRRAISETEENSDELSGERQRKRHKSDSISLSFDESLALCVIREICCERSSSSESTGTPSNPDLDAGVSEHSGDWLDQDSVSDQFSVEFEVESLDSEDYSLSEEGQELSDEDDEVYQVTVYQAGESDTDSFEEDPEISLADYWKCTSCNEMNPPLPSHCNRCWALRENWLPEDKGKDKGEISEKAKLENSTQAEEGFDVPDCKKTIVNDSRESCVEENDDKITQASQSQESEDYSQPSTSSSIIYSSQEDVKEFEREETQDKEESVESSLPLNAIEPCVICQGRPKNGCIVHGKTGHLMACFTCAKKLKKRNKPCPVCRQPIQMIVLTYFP
XBP1 UPR activ – activators of adaptive arm of unfolded protein response (XBP1); 330,000 tested, 0.33% active; AID 463104; CHO-XBP1 luciferase reporter, IRE1-XBP1 UPR activation, luminescence; percent of tunicamycin response, DMSO as zero; activation, % at 20 µM;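 active = versus positive control, 20 µM dose yields 30% or more activation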;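 note: 100% = tunicamycin at 10 µg/mL and 0% = DMSO only wells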
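Assay system: IRE1-XBP1 luciferase reporter CHO line. Input: 1000 cells/well. Buffer or medium: F12 with 10% serum. Doses: 20 µM, 1% DMSO. Times: overnight seeding at 37 °C, 6 h compound treatment at 37 °C. Technique: Steady-Glo luciferase glow luminescence, 10 min after reagent addition.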
APJ antag – APJ receptor antagonism | P35414 | CHO-K1 APJ beta-arrestin complementation, luminescence | inhibition, % at 20 µM | 330,000 tested, 0.32% active;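 active = inhibition above about 40% at 20 µM, limit read from the data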;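 note: cells challenged with 10 nM apelin-13 agonist together with compound; plate controls were apelin-13 plus DMSO wells for no effect and DMSO wells lacking apelin-13 for full effect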
tim10-1 inh – tim10-1 yeast growth inhibition | S. cerevisiae tim10-1 ts strain growth, BacTiter-Glo, 24 h | inhibition, % at 20 µM | 330,000 tested, 2.2% active;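 active = inhibition of at least 40%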;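 note: mutant grown at 25 °C; 0% = DMSO wells with yeast and 100% = wells holding no yeast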
TIM10 inh – TIM10 yeast growth inhibition; S. cerevisiae TIM10 strain growth, BacTiter-Glo luminescence, 24 h; inhibition, % at 10 µM; 330,000 tested, 1.4% active;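 active = inhibition of 40% or more at the single tested concentration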;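 note: wild-type TIM10 isogenic control strain grown at permissive 25 °C; 0% = DMSO yeast wells and 100% = minimal medium wells without yeast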
CHOP UPR activ – activators of apoptotic arm of unfolded protein response (CHOP) | AID 449763 | activation, % at 10 µM | CHO-CHOP luciferase reporter, UPR activation, luminescence; percent of tunicamycin response over DMSO baseline | 330,000 tested, 0.34% active;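 active = at 10 µM dose, activation of 40% or more, normalized to positive control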;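 note: 100% = tunicamycin at 10 µg/mL and 0% = DMSO alone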
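Dosing – one dose, 10 µM in 0.5% DMSO · System – CHO-CHOP cells, stable luciferase reporter of PERK-eIF2a-CHOP signalling · Input – 500 cells/well · Control set – tunicamycin 10 µg/mL final as positive, DMSO-only wells as negative · Timing – 6 h compound treatment, 37 °C · Measure – % activation vs tunicamycin · Technique – luminescence read with Steady-Glo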
APJ ag – activates the human apelin receptor APJ. 330,000 tested, 0.11% active. CHO-K1 APJ PathHunter beta-arrestin, luminescence; 0% DMSO wells, 100% apelin. activation, % at 20 µM. P35414;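 active = activation more than six SD over the plate average, tested at 20 µM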;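 note: 0% = DMSO alone and 100% = apelin-13 at 10 nM; some results filed as inactive read as strong as hits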
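Test system – PathHunter CHO-K1 APJ (AGTRL-1) beta-arrestin reporter cells · Input – 1000 cells/well · Compound – single test compound dose, 20 µM final, 1% DMSO · Times – compound stimulation 90 min at 25 °C, detection 60 min · Technique – beta-gal luminescence · Read-out basis – APJ–arrestin association signal · Control set – negative DMSO alone, positive Apelin-13 at 10 nM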
tim23-1 inh – inhibits growth of tim23-1 mutant yeast; 330,000 tested, 1.3% active; inhibition, % at 20 µM; S. cerevisiae tim23-1 growth, BacTiter-Glo luminescence, 24 h;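 active = growth inhibition of the mutant yeast at or above 50%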;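 note: temperature-sensitive mutant grown at 25 °C; plate controls were DMSO-treated mutant yeast for no effect and medium wells lacking yeast for full effect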
CXCR6 block – blocks human CXCR6 beta-arrestin recruitment. inhibition, % at 20 µM. 360,000 tested, 0.36% active. AID 602244. O00574. CHO-K1 PathHunter CXCR6 beta-arrestin, luminescence; in the data active = inhibition above about 34%, passing the limit was not always enough;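 note: antagonist mode with CXCL16 agonist at 10 nM final; 0% = 10 nM CXCL16 with DMSO and 100% = unstimulated wells without agonist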
An asterisk follows results filed as active; / = no result given; & = joins results of further samples. This is a subset; count on the stated rates, not on these rows.

compound	Mdm2-MdmX inh	XBP1 UPR activ	APJ antag	tim10-1 inh	TIM10 inh	CHOP UPR activ	APJ ag	tim23-1 inh	CXCR6 block
CN(CC(=O)Nc1c(Cl)cccc1Cl)C(=O)c1sccc1-c1ccccc1	3	-5	20	24	14	-0.2	7	29	-5
CC(=O)Nc1ccc(S(=O)(=O)Oc2cccc(/C=N/N=C3/NC(=O)C(CC(=O)O)S3)c2)cc1 (stereo not given)	3	-3	4	12	8	0.1	-1	8	-5
O=C(/C=C/c1ccccc1)Nc1ccc(NC(=O)c2cccs2)cc1	25	1	-10	-7	-11	2.0	3	2	8
S=C(NCCc1cccc(Cl)c1)NC1CCCCC1	-77	0	16	40*	28	9.0	-4	38	0
CCC(C)NC(=O)Nc1ccccc1F (stereo not given)	11	-2	3	14	7	2.1	-1	14	-4
N#C/C(=C\c1ccc[nH]1)C(=O)Nc1ccccc1Cl	19	-1	9	8	-12	4.7	-2	1	2
CCC(=O)N1CCc2cc(Br)cc(S(=O)(=O)N3CCCC(C(=O)O)C3)c21 (stereo not given)	8	0	5	11	14	0.9	3	19	-10
COc1ccc(C(CNC(=O)c2ccc(S(=O)(=O)N(C)C)cc2)N2CCCCC2)cc1 (stereo not given)	17	-5	7	-2	6	0.3	-3	7	5
O=C(Cn1c(=O)oc2ccccc21)NCCc1ccccc1Cl	-47	0	0	3	-13	1.0	-1	-18	8
O=C(/C=C/c1ccccc1)NC(NC(=S)Nc1ccc(C(=O)O)cc1)C(Cl)(Cl)Cl (stereo not given)	-6	0	11	-6	4	2.8	0	2	0
Cc1ccc(N2CC(C(=O)N3CCc4ccccc4C3)CC2=O)cc1 (stereo not given)	-5	-4	5	18	25	-0.2	-1	20	-4
Cc1ccc(C(=O)COC(=O)CCCC(=O)NC2CCCCC2)cc1[N+](=O)[O-]	-41	2	-5	12	-1	5.3	1	24	18
O=c1[nH]c2ccccc2cc1CN(Cc1cccnc1)S(=O)(=O)c1ccc(Cl)cc1	13	0	-26	29	6	1.7	1	33	2
C=C(C)Cn1c(N(CCO)Cc2ccccc2)nc2c1c(=O)[nH]c(=O)n2C	29	-1	18	0	9	-1.3	-5	4	0
CC1CCc2c(c3ccccc3[nH]c2=O)O1 (stereo not given)	-5	-2	11	2	8	-0.4	-2	6	3
Cc1cc(=O)n2nc(N3CCCC(C(=O)N4CCN(c5ccccc5)CC4)C3)sc2n1 (stereo not given)	22	-3	-14	7	1	-2.6	0	19	5
Cc1ccc(C(NC(=O)c2cccc(S(=O)(=O)N3CCN(C)CC3)c2)c2ccccc2)cc1 (stereo not given)	15	-2	-7	-1	9	-0.4	-5	3	8
CCN1C(=O)CC2(C[N+]3(C)CCC2CC3)C1=O (stereo not given)	-2	-3	7	7	-2	1.9	-2	3	2
Cc1ccc(N(C(C)C(=O)Nc2ccc(S(=O)(=O)N3CCOCC3)cc2)S(C)(=O)=O)cc1 (stereo not given)	14	-3	9	12	-6	-1.5	-1	5	-8
Cc1ccc(NC(=O)CN(C)C(=O)COc2ccccc2-c2ccccc2)cc1	-6	-3	5	3	1	-1.6	-5	32	-1
O=C(c1c(Cl)nc2sccn12)N(C(=O)c1c(Cl)nc2sccn12)c1ccc(Cl)cn1	-81	-1	18	27	42*	3.2	-5	48	13
O=C(CNC(=O)c1ccco1)OCc1cccc(Cl)c1	23	-1	7	14	-2	-1.7	5	20	8
Cc1ccc2c(C(=O)CN3CCN(c4ccccc4)CC3)c(C)[nH]c2c1	-6	-4	4	28	20	0.5	0	39	2
N#CCc1cc2ccc3cccc4ccc(c1)c2c34	7	-1	11	14	18	1.4	2	18	-3
Cc1ccc(CS(=O)(=O)CCC(=O)NCCN2CCCCC2C)cc1 (stereo not given)	-4	2	2	-3	2	-3.4	-1	1	7
CCN(CC)S(=O)(=O)c1cccc(-c2nn(-c3ccccc3)cc2/C=C(\C#N)C(=O)NCc2ccco2)c1	18	5	12	14	9	5.1	-1	6	6
C/C(=N/NC(=O)CNC(=O)c1cccnc1)c1ccccc1	21	-1	-19	3	-10	-0.5	-2	4	4
O=C(O)c1cccc(NS(=O)(=O)/C=C/c2ccccc2)c1	11	-1	0	7	5	-2.1	-3	-2	3
CCOC(=O)N1CCC(N2CCN(S(=O)(=O)c3ccc(Cl)cc3)CC2)CC1	10	0	17	17	12	1.0	-5	16	-6
CC(C)(C)CN1C(N)=NC[C@H]1Cc1ccc(O)cc1	-5	1	15	-6	2	-2.0	-4	6	1
O=S(=O)(Nc1nc2ccccc2s1)c1cc(F)ccc1F	6	-5	2	13	6	1.3	-3	4	-7
C[C@@]12CCC=C[C@H]1[C@H](c1ccc(/C=C/c3ccccc3)cc1F)N(Cc1ccccc1)C2=O	42	2	4	25	15	0.6	5	33	13
CC(=O)N1CCN(S(=O)(=O)c2cccc(C(=O)N(C)Cc3ccc(C)o3)c2)CC1	29	0	11	2	-8	2.7	4	43	-7
CC1=NN(C(N)=S)C(C)(C)C1	10	1	-9	-10	-4	0.1	0	8	-1
CCc1cc2c3c(c1)C(C)CC(C)(C)N3C(=O)/C2=C1\SC(=O)NC1=O (stereo not given)	2	0	21	23	18	-3.9	-4	59*	7
CCOC(=O)c1ccc(S(=O)(=O)NNC(=O)COc2cccc(C)c2)cc1	-2	-2	-3	13	17	0.9	-3	12	5

Compound profiles, from the list above:
CCN(CC)S(=O)(=O)c1cccc(-c2nn(-c3ccccc3)cc2/C=C(\C#N)C(=O)NCc2ccco2)c1 in the list: Mdm2-MdmX inh: 18; XBP1 UPR activ: 5; APJ antag: 12; tim10-1 inh: 14; TIM10 inh: 9; CHOP UPR activ: 5.1; APJ ag: -1; tim23-1 inh: 6; CXCR6 block: 6
O=S(=O)(Nc1nc2ccccc2s1)c1cc(F)ccc1F in the list: Mdm2-MdmX inh: 6; XBP1 UPR activ: -5; APJ antag: 2; tim10-1 inh: 13; TIM10 inh: 6; CHOP UPR activ: 1.3; APJ ag: -3; tim23-1 inh: 4; CXCR6 block: -7
C[C@@]12CCC=C[C@H]1[C@H](c1ccc(/C=C/c3ccccc3)cc1F)N(Cc1ccccc1)C2=O in the list: Mdm2-MdmX inh: 42; XBP1 UPR activ: 2; APJ antag: 4; tim10-1 inh: 25; TIM10 inh: 15; CHOP UPR activ: 0.6; APJ ag: 5; tim23-1 inh: 33; CXCR6 block: 13

Further results follow.
compound	Mdm2-MdmX inh	XBP1 UPR activ	APJ antag	tim10-1 inh	TIM10 inh	CHOP UPR activ	APJ ag	tim23-1 inh	CXCR6 block
Cc1ccc(OC(=O)CCC(=O)Nc2ccc(Br)cc2)cc1	16	1	9	1	7	-0.7	2	1	7
O=C1N=C(N2CCCCC2)S/C1=C\c1ccc(Br)cc1	-22	5	2	24	13	10	-1	33	4
O=C(COC(=O)CCC(=O)c1ccc(Cl)cc1)NC1CC1	18	1	12	11	10	-1.5	0	9	-13
Cc1ccc(S(=O)(=O)N2C(=O)CCC2C(=O)O/N=C(\N)c2ccc([N+](=O)[O-])cc2)cc1 (stereo not given)	20	-6	-134	3	-20	-1.7	36*	-4	-17
Cc1nn(CC(=O)O)c(C)c1N	-16	1	-9	-4	0	-0.2	0	19	4
Cn1c(=O)c2c(nc(N3CCOCC3)n2C)n(C)c1=O	-46	-8	-13	18	-5	-2.4	-2	18	-5
COc1cc(/C=N/O)c(Br)cc1OCC(=O)Nc1ccccc1C	13	2	-7	-6	-27	1.8	-4	-4	5
COc1cc(/C=C/C(=O)Nc2ccc(OC)c(S(=O)(=O)N3CCOCC3)c2)ccc1OCC#N	25	-4	-6	-11	-4	0.4	2	-11	-5
COc1ccccc1-c1nc(NC(C)=O)n[nH]1	8	0	12	20	9	-2.9	-4	9	/
Cn1ccc(C(=O)Nc2ccc(Br)cc2Br)n1	-294	-1	-9	17	18	2.8	2	19	-1
CC(=O)Nc1ccc(CN2CCC(Oc3ccc(C(=O)N4CCCC4)cc3)CC2)cc1	22	-5	-3	5	0	-0.5	6	7	12
CCNc1nc(NC(C)C)nc(N(C#N)CCOc2ccccc2)n1	11	-1	-6	29	14	-1.0	-4	-21	-2

3 entries drawn at random from those above:
compound	Mdm2-MdmX inh	XBP1 UPR activ	APJ antag	tim10-1 inh	TIM10 inh	CHOP UPR activ	APJ ag	tim23-1 inh	CXCR6 block
O=C(/C=C/c1ccccc1)NC(NC(=S)Nc1ccc(C(=O)O)cc1)C(Cl)(Cl)Cl (stereo not given)	-6	0	11	-6	4	2.8	0	2	0
CCC(C)NC(=O)Nc1ccccc1F (stereo not given)	11	-2	3	14	7	2.1	-1	14	-4
CC(C)(C)CN1C(N)=NC[C@H]1Cc1ccc(O)cc1	-5	1	15	-6	2	-2.0	-4	6	1

At a glance, 4 of the compounds above:
compound	Mdm2-MdmX inh	XBP1 UPR activ	APJ antag	tim10-1 inh	TIM10 inh	CHOP UPR activ	APJ ag	tim23-1 inh	CXCR6 block
S=C(NCCc1cccc(Cl)c1)NC1CCCCC1	-77	0	16	40*	28	9.0	-4	38	0
CCC(C)NC(=O)Nc1ccccc1F (stereo not given)	11	-2	3	14	7	2.1	-1	14	-4
N#C/C(=C\c1ccc[nH]1)C(=O)Nc1ccccc1Cl	19	-1	9	8	-12	4.7	-2	1	2
CCC(=O)N1CCc2cc(Br)cc(S(=O)(=O)N3CCCC(C(=O)O)C3)c21 (stereo not given)	8	0	5	11	14	0.9	3	19	-10

More compounds follow:
compound	Mdm2-MdmX inh	XBP1 UPR activ	APJ antag	tim10-1 inh	TIM10 inh	CHOP UPR activ	APJ ag	tim23-1 inh	CXCR6 block
CCN(CC)c1ccc(NC(=O)Nc2cccc(C(C)=O)c2)cc1	3	2	-7	15	11	4.2	-1	12	3
O=c1cc(C(Cl)(Cl)Cl)oc2c1ccc1ccccc12	98*	163*	-71	44*	30	47*	12	52*	-21
N#Cc1c(-c2ccco2)nc(NCC2CCCO2)[nH]c1=O (stereo not given)	20	-3	1	-3	1	-1.1	-3	2	4
NC(=O)N/N=C1\c2ccccc2-c2c(C(N)=O)cccc21	10	-4	-2	17	9	-1.9	0	21	-10
Cc1ccccc1OCC(=O)Nc1ccc2c(c1)OCCO2	6	0	0	-1	-22	4.8	-3	27	-8
COc1ccc2c3c1OC1CC(O)C=CC31CCN(C)C2 (stereo not given)	18&-11	-3&2	10&-8	-11&-5	2&-10	-0.5&2.0	1&-2	1&0	12&0
NC(=O)c1ccc(NC(=O)COC(=O)CCc2ccc(S(=O)(=O)N3CCCCC3)cc2)cc1	9	-1	-18	-14	3	-1.8	-1	-6	10
O=C(O)C1CCCN(S(=O)(=O)c2cccc3cccnc23)C1 (stereo not given)	-1	-1	3	-8	12	1.8	6	7	-2
O=C(Nc1cccnc1)c1noc2c1CCCC2	-55	-2	-17	5	9	1.7	-3	-1	-2
